Screens from PubChem.
V1R ag counter: V1a receptor agonism, counter-screen for OXTR agonists | activation, % at 3 µM | CHO-V1R cells, Fluo-8 calcium fluorescence, agonist mode; 0% DMSO, 100% 3 nM vasopressin | 0.25% of 320,000 active | P37288;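 active = activation above the mean activation of all tested compounds plus 3 SD, per screening run, cut at about 20% in these data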;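 note: signal is peak over basal fluorescence ratio across a 100 second FLIPR read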
M1 ag parental: M1 agonist counterscreen hit in parental CHO-K1 cells. Fluo-8 calcium fluorescence; scaled to maximal ATP response, vehicle zero. activation, % at 3 µM. 0.48% of 360,000 active; in the data active = activation above about 15%;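 note: untransfected CHO-K1 host cells lacking M1 receptor as counterscreen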
M1 PAM parental: M1 PAM counterscreen hit in parental CHO-K1 cells; activation, % at 3 µM; AID 602247; 0.02% of 360,000 active; ATP EC20, Fluo-8 calcium fluorescence; 0% at ATP EC20, 100% at ATP max;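 active = activation above the run cutoff, the mean activation of all test compounds plus 3 SD, cut at about 40% in these data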;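 note: peak over basal fluorescence ratio in a 140 s read after ATP addition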
TAAR1 antagonist: antagonists of human TAAR1. Q96RJ0. CHO RD-HGA16 TAAR1, Fluo-8 calcium fluorescence, antagonist. inhibition, % at 3 µM. 1.5% of 360,000 active;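 active = inhibition above a per-plate cutoff, the mean inhibition of test compounds on that plate plus 3 SD, cut at about 49% in these data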;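 note: 0% = DMSO plus EC80 beta-PEA response and 100% = DMSO alone without agonist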
Target sequence (Q96RJ0 whole entry, looked up): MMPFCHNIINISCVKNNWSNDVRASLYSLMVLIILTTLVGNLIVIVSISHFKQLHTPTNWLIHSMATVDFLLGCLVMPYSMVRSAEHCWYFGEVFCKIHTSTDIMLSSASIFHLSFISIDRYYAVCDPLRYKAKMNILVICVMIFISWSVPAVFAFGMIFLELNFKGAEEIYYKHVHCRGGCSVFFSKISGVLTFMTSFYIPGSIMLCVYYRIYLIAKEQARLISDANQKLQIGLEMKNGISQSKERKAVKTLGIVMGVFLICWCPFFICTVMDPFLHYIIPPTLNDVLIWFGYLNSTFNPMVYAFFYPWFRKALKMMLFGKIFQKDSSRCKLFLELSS
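Test system: hTAAR1-expressing CHO RD-HGA16 cells, Gα16-coupled; Probe or stimulus: EC80 β-phenethylamine stimulus; Compound dosing: single nominal final test compound concentration of 3 µM; Timing: 140 s kinetic read after compound, 140 s after agonist; Signal: Fluo-8 calcium-sensitive fluorescence; Measure: % inhibition of agonist calcium response; Controls: DMSO and EC80 PEA controls.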
GPR7 antagonist: blocks human GPR7 receptor signaling; GPR7-expressing cells, fluorescence antagonist assay; inhibition, % at 4.4 µM; 1.1% of 290,000 active; in the data active = inhibition above about 16%, passing the limit was not always enough;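 note: cells stimulated with the agonist NPW; 0% = agonist with vehicle and 100% = vehicle without agonist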
Target sequence (P48145 whole entry, looked up): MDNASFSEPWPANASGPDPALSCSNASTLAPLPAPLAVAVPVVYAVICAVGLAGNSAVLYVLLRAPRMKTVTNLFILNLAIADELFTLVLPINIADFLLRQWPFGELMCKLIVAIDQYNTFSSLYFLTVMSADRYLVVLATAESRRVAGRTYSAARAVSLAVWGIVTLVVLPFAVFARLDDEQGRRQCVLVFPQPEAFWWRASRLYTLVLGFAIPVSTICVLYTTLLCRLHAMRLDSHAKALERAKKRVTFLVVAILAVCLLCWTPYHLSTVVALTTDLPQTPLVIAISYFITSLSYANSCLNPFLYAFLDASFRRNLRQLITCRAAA
CHO-K1 Ca antag: M1 antagonist counterscreen hit in parental CHO-K1 cells. ATP-induced calcium, Fluo-8 fluorescence. inhibition, % at 3 µM. 0.6% of 360,000 active;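 active = inhibition above a per-plate cutoff, the plate's mean sample inhibition plus 3 SD, cut at about 24% in these data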;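 note: 0% = DMSO plus EC80 ATP and 100% = DMSO alone without ATP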
OXTR ag: human OXTR agonism | P30559 | CHO-OTR cells, Fluo-8 calcium fluorescence; normalized: DMSO 0%, oxytocin 100% | activation, % at 3 µM | 0.32% of 320,000 active | AID 2435;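 active = activation above the mean of all tested compounds plus 3 SD, cutoff set per screening run, cut at about 20% in these data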;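 note: peak over basal fluorescence ratio from a 100 s FLIPR kinetic read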
Target sequence (P30559 whole entry, looked up): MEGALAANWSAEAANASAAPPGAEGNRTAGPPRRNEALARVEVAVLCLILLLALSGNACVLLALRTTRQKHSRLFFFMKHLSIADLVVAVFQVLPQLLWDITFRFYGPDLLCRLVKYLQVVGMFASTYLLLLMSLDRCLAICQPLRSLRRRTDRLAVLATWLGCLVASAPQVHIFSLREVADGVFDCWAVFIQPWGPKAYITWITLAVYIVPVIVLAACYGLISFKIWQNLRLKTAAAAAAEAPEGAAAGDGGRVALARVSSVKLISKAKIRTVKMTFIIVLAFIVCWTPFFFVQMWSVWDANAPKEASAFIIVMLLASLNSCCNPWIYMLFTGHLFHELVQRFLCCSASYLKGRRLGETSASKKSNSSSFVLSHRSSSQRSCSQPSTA
CHO parental Ca: counter-screen: ATP calcium response change in parental CHO cells; inhibition, % at 5.6 µM; 0.63% of 330,000 active; parental CHO-K1, ATP-induced calcium, Fluo-8 fluorescence;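 active = inhibition above that plate's mean sample inhibition plus 3 SD, cut at about 26% in these data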;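 note: 0% = ATP-challenged DMSO wells and 100% = DMSO wells without ATP; some compounds past the cut are filed as inactive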
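Material: parental CHO cells / Compound: single nominal dose of 5.6 µM per compound / Signal: Fluo-8 fluorescence / Replicates: singlicate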
OXTR potentiate: potentiates the human oxytocin receptor response; P30559; CHO-OTR cells, Fluo-8 calcium fluorescence, potentiator mode; 0% = oxytocin EC15, 100% = EC100; activation, % at 3 µM; 0.061% of 320,000 active; AID 2445;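 active = activation above that plate's cutoff, the mean activation of tested compounds plus 3 SD, cut at about 6.6% in these data, passing the limit was not always enough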;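 note: 100% uses oxytocin at 75 nM as the full agonist control; some results filed as inactive read as strong as hits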
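Material: human OTR in CHO cells. Compound: 3.0 µM, one dose. Timing: compound 6 min at room temperature before oxytocin, 100 s read. Evaluation: % activation of max/min ratio relative to oxytocin controls. Replication: single well per compound, singlicate. Signal: Fluo-8 calcium dye fluorescence.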
* = called active by the depositor; · = no result given.

SMILES	V1R ag counter	M1 ag parental	M1 PAM parental	TAAR1 antagonist	GPR7 antagonist	CHO-K1 Ca antag	OXTR ag	CHO parental Ca	OXTR potentiate
COc1ccc(OCc2cc(C(=O)NC(C)Cc3cnccn3)no2)c(Cl)c1 (stereo unspecified)	3.1	4.4	5	-8	-4	-13	1.5	-16	-3
COc1ccc(CNS(=O)(=O)c2ccc(NC(=O)N3CCCCC3)cc2)cc1	8.7	6.6	-29	1	-4	20	6.3	8	-8
Cc1ccccc1C(=O)c1cccn1CC(=O)NCC(C)c1ccccc1 (stereo unspecified)	-1.8	0.5	5	3	-3	-18	-2.6	-23	-11
Cc1cccc(CN2CCN(Cc3cnn(-c4ccccc4F)c3)CC2CCO)n1 (stereo unspecified)	-0.3	1.3	7	-6	0	-6	-0.4	-22	3
O=C(CN1CCCN(S(=O)(=O)c2ccc(F)cc2)CC1)Nc1c(Cl)cccc1Cl	5.6	4.2	-3	22	6	-7	5.8	-7	-9
CCN(CC)S(=O)(=O)c1ccc(C)c(C)c1	-1.4	0.0	-6	-6	-1	20	-2.1	-12	1
COc1ccc(Cn2c3ccc(OC)cc3c3nc4ccccc4nc32)cc1	-0.7	-0.2	-8	-8	0	20	-1.0	-3	-4
Cc1cc(NC(=O)CCSc2ccc(Cl)cc2)no1	-0.1	0.2	16	4	-4	-4	-1.7	-5	5
COC(=O)C1=C(O)/C(=C\c2ccc(OCC(=O)Nc3ccc(OC)cc3)cc2)N=C1C	-0.5	1.0	18	6	-18	-17	-0.3	-6	2
Nc1cc(=O)[nH]c(SCc2ccc(Cl)cc2)n1	5.4	1.0	12	-7	5	-5	4.6	-17	-8
CCOC(=O)c1ccc(NC(=O)CN2CCN(CCN=CC3=C(O)CC(C)(C)CC3=O)CC2)cc1	·	0.3	-5	-5	-2	-7	·	·	·
O=C(NCCc1cccc(F)c1)C1CCC(=O)N(CCCc2ccccc2)C1 (stereo unspecified)	-0.9	0.3	14	-28	-9	-2	0.6	-21	4
Nc1n[nH]c(-c2ccccc2[N+](=O)[O-])n1	0.0	0.2	-2	-16	-6	5	0.7	-12	1
COC(=O)c1cccc(NS(=O)(=O)c2ccc(OC)c(OC)c2)c1C	7.6	9.1	-6	11	5	0	14	4	-13
CC(C)CCN1CCN(Cc2cn[nH]c2C2CCCCC2)CC1CCO (stereo unspecified)	-0.5	0.7	18	-24	-5	-16	1.0	-11	7
Cc1ccc(Nc2nnc(SCc3ccccc3)s2)cc1	0.1	-0.8	-5	6	-3	14	-2.4	-18	-17
COc1ccc2c(c1)[nH]c1c(=O)n(/N=C/c3ccc(OC)c(CN4CCCCC4)c3)cnc12	-0.5	1.3	15	-7	11	-5	-1.5	-17	-16
COc1ccc(C(=O)OCCOc2cccc(Cl)c2)cc1S(=O)(=O)N1CCOCC1	7.0	3.8	6	20	14	-4	2.8	-7	-5
COc1ccccc1CN1CCNC(=O)C1CC(=O)NCC1CCOCC1 (stereo unspecified)	0.8	0.6	11	-14	-16	-5	-0.3	-8	2
O=C1OCCC1Sc1nnc(-c2ccc(Br)cc2)o1 (stereo unspecified)	0.7	1.0	14	1	-1	-1	2.2	-13	-6
O=C(Nc1cccnc1Cl)c1noc2c1CCc1ccccc1-2	0.1	1.1	9	-20	0	-5	0.2	-17	3
CCn1c(CC(=O)Nc2ccc(F)cc2)nnc1SCC(=O)Nc1nncs1	0.3	0.3	4	6	-4	-15	9.8	3	-2
CCC1CCCCN1CCCNC(=O)CCC(=O)N1CCOc2ccccc21 (stereo unspecified)	-0.8	-0.4	-2	7	-8	1	0.1	-11	0
CN(C)Cc1cc(O)c(CN(C)C)cc1O	0.6	2.6	-9	-43	-7	-7	0.7	9	-9
COC(=O)Cc1ccc(NC(=S)NC(C)(C)C)cc1	0.4	0.4	4	-1	-9	-19	0.8	-5	-5
CCOC(=O)c1cc2c(nc1N)CCCC2	0.5	3.3	-2	9	0	-13	0.9	-11	0
COC(=O)c1ccc(CN(C(C)=O)c2ccccc2)o1	0.7	-0.1	-3	-9	-11	7	0.0	4	-11
COc1ccccc1NC(=O)c1ccc(COc2ccccc2OC)cc1	-0.4	1.7	10	6	·	-3	-1.9	-22	1
COc1ccc(NC(=O)COc2coc(CN3CCc4ccccc4C3)cc2=O)cc1	-0.8	0.1	-1	-14	·	-5	0.4	-19	-1
COc1ccc(CC(N)c2csc(Nc3ccc(S(C)(=O)=O)cc3)n2)cc1 (stereo unspecified)	·	0.2	-7	-19	·	8	·	·	·
O=C(NCCN1CCOCC1)C(=O)NCC1OCCCN1S(=O)(=O)c1cc(F)ccc1F (stereo unspecified)	0.9	0.7	-4	-10	-12	5	-0.1	-6	-2
CSc1nnc(-c2ccc(C(F)(F)F)nc2C)o1	0.0	0.2	-18	-42	0	11	0.3	9	-1
Cc1sc2ncnc(N/N=C/c3cccc(O)c3)c2c1C	0.9	0.8	18	-3	-9	-9	2.8	-8	-9
CC(NS(=O)(=O)c1ccc([N+](=O)[O-])cc1)C(=O)NN (stereo unspecified)	0.5	0.8	22	13	-7	-13	0.6	-6	-10
CSc1nsc(/C=C/Nc2cccc(Cl)c2)c1C#N	0.3	0.7	3	22	-7	-5	1.3	-4	-26
Cc1cc(OC(C)C(=O)Nc2cccnc2)ccc1Cl (stereo unspecified)	3.1	4.0	10	3	-5	0	3.2	-6	-1
Oc1cccc(-c2csc(C(O)(c3ccccc3)C(F)(F)F)n2)c1 (stereo unspecified)	·	0.8	17	7	·	-6	·	·	·
O=C(CCc1nc(-c2ccccn2)no1)NCc1ccc2c(c1)OCO2	0.2	1.1	16	-25	-6	-12	-0.5	-1	-1
Cc1ccc(N2CC(=O)N(CC(=O)O)C2=O)cc1	0.2	-0.3	-1	10	9	5	1.3	-17	1
COc1ccccc1/C=N/NC(=O)c1ccc(NC(=O)c2ccccc2Br)cc1	0.6	3.8	18	51*	5	-5	1.5	-9	-4

Results in TAAR1 antagonist (3 entries from above):
| molecule | TAAR1 antagonist |
| --- | --- |
| COc1ccc(NC(=O)COc2coc(CN3CCc4ccccc4C3)cc2=O)cc1 | -14 |
| COc1ccc(CC(N)c2csc(Nc3ccc(S(C)(=O)=O)cc3)n2)cc1 (stereo unspecified) | -19 |
| O=C(NCCN1CCOCC1)C(=O)NCC1OCCCN1S(=O)(=O)c1cc(F)ccc1F (stereo unspecified) | -10 |

Later entries:
SMILES	V1R ag counter	M1 ag parental	M1 PAM parental	TAAR1 antagonist	GPR7 antagonist	CHO-K1 Ca antag	OXTR ag	CHO parental Ca	OXTR potentiate
CC(=O)Nc1ccc(NC(=O)Cn2cnc3c(nnn3Cc3ccc(F)cc3)c2=O)cc1	0.2	0.7	15	1	-12	-4	-0.1	-1	-3
Cc1c(C(=O)Nc2ccc(Br)cc2)cnn1C	-0.5	2.8	20	9	-4	-9	0.6	-4	1
CC1(C)CC(NC(=O)c2ccc(F)cc2)CC(C)(C)N1	·	-0.1	-16	-7	·	4	·	·	·
COCCn1c(=O)[nH]c2cc(C(=O)NCC3CCCO3)ccc2c1=O (stereo unspecified)	-0.4	0.1	11	0	-6	7	0.2	-2	-4
O=C(NNC(=O)C1[C@H]2CCCC[C@@H]12)Nc1cccc2ccccc12 (stereo partly specified)	-0.5	2.1	1	10	-7	-11	-1.1	-11	-5
CCC(C)C(NS(=O)(=O)c1ccc(C)cc1)C(=O)NCCCN1CCOCC1 (stereo unspecified)	-0.5	1.8	5	-17	-5	-10	0.7	-7	2
CC(C)(C)c1csc(NC(=O)Nc2ccccc2)n1	4.1	5.8	16	29	-13	3	3.2	1	-9
O=C(NCc1ccco1)c1ccc(Cl)c(S(=O)(=O)N2CCc3ccccc32)c1	2.1	1.5	6	22	-10	-3	-1.4	-12	-7
COc1ccc(CCCCCCOCc2ccccc2)cc1	0.5	0.3	6	-4	·	-6	0.6	-7	-1
CC(C)(C)c1ccc(NC(=O)COC(=O)c2ccc([N+](=O)[O-])s2)cc1	1.0	3.5	28	6	12	-10	1.3	-4	-5
COc1ccccc1C(=O)COC(=O)CCNS(=O)(=O)c1ccc(C)c(C)c1	2.3	0.9	-16	-41	·	-12	-0.8	-28	0
Cc1ccc(CSc2nnc(-c3cccnc3)o2)cc1	-0.6	1.2	7	·	-2	-7	-0.8	-12	-7
Cc1ccc(OCC(=O)NNC(=O)C2CCN(c3nc(C)cc(C)n3)CC2)cc1	0.5	-0.5	18	-13	-6	-2	-0.3	-8	4
COc1ccc(NC(=O)CCN2CCCC(C)C2)cc1 (stereo unspecified)	0.6	0.2	20	-2	-9	-11	-0.3	5	-9
CC1=C(C(=O)N(C(C)C)C(C)C)CC(CC(=O)NC2CCCC2)C(=O)N1Cc1ccc(F)cc1 (stereo unspecified)	·	-0.5	4	-6	·	12	·	·	·
COc1cc(-c2nc(-c3ccccc3)c(-c3cccs3)[nH]2)cc(OC)c1O	-1.0	1.2	15	20	-5	4	-1.4	-19	2
Cc1cc(C(=O)CSc2nc(N)cc(N)n2)c(C)n1CCc1ccc(F)cc1	2.1	1.6	16	17	8	-2	5.1	-4	-14
O=C(Nc1ncc(Cc2cccc(C(F)(F)F)c2)s1)C1CCCO1 (stereo unspecified)	1.4	11	21	-17	-3	-20	2.4	-11	-5
O=C(CN1CCOCCOCCN(CC(=O)Nc2ccccc2)CCOCC1)Nc1ccccc1	0.1	0.5	12	5	-5	-14	-0.2	-3	-6
O=[N+]([O-])/C=C\c1ccc(N2CCCC2)c(F)c1	·	27*	-3	·	3	18	·	·	·
O=C1c2cccnc2C(O)N1Cc1cccs1 (stereo unspecified)	0.1	1.0	12	8	-15	-22	0.7	-11	-1
COc1cccc(CN2CCc3ccc(NC(=O)CCc4ccc(C)cc4)cc3C2)c1O	6.6	13	11	25	7	6	5.6	-16	-13
Cc1nc(NC(=O)COC(=O)c2cc3c(s2)CCC(C)C3)c(Cl)cc1Cl (stereo unspecified)	-0.7	0.6	29	7	3	-9	-1.1	-10	-4
CN(C(=O)c1ccc2c(=O)n3c(nc2c1)CCCCC3)c1ccccc1Cl	0.6	0.5	7	10	-4	-11	2.0	-28	0
Cc1cc(NC(=O)C2C3C(=O)N(CCC(C)C)C(C(=O)NCc4ccccc4)C34C=CC2(C)O4)no1 (stereo unspecified)	-1.0	-0.5	0	4	-10	7	-1.6	2	-10

Of the compounds above, these have a furan ring, fused or not.
SMILES	V1R ag counter	M1 ag parental	M1 PAM parental	TAAR1 antagonist	GPR7 antagonist	CHO-K1 Ca antag	OXTR ag	CHO parental Ca	OXTR potentiate
COC(=O)c1ccc(CN(C(C)=O)c2ccccc2)o1	0.7	-0.1	-3	-9	-11	7	0.0	4	-11
O=C(NCc1ccco1)c1ccc(Cl)c(S(=O)(=O)N2CCc3ccccc32)c1	2.1	1.5	6	22	-10	-3	-1.4	-12	-7
